BLM helicase inh – Bloom syndrome helicase (human) inhibition | P54132 | recombinant BLM DNA unwinding, fluorescence dequenching | Potency, µM (top dose mostly 56.1 µM), inactives show at the highest dose activity change, negative = inhibition, hits mostly inhibitors | 350,000 compounds, 0.2% hits | AID 2528;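 further: potency means the concentration at half of the fitted maximal effect; plate controls were vehicle for no effect and no enzyme for full effect; nearly all actives have a fitted effect of over 35% in size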
Target sequence (P54132 whole entry, looked up): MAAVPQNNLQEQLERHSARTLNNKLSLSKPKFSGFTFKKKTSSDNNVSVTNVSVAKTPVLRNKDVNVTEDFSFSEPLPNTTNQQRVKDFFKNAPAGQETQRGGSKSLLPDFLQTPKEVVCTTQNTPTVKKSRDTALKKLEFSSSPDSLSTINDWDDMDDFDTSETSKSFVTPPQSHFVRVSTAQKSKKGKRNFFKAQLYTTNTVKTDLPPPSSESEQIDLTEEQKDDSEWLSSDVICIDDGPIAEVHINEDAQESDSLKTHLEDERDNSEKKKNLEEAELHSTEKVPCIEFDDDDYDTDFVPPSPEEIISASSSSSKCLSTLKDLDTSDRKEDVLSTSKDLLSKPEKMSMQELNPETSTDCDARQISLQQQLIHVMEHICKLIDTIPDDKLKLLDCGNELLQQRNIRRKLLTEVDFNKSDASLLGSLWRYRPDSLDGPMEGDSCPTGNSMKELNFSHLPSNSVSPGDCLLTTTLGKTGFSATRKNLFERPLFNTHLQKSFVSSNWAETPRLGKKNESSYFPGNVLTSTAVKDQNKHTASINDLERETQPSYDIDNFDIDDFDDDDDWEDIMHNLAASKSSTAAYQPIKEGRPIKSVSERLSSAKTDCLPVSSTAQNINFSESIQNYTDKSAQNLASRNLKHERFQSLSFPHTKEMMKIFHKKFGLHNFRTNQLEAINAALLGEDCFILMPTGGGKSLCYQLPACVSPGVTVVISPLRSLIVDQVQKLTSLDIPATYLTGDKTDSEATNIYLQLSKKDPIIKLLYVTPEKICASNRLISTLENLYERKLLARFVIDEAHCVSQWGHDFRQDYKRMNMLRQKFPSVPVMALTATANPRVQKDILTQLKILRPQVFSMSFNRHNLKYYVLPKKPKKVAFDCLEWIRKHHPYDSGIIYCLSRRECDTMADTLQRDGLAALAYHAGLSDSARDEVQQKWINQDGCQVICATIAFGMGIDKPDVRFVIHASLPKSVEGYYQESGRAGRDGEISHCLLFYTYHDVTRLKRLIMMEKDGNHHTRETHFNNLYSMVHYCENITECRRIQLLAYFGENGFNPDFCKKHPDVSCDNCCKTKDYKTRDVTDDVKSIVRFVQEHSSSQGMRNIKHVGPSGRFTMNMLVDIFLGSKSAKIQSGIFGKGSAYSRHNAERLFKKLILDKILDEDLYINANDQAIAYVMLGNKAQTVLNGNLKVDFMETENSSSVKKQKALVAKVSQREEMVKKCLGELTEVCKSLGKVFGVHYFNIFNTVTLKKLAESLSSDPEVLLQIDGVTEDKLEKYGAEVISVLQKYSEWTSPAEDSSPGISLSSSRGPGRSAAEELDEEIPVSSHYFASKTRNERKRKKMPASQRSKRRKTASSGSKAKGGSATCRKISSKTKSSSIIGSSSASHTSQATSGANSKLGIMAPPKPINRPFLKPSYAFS
LDHA block – blocks human lactate dehydrogenase A; P00338; purified LDHA, NADH/diaphorase-resazurin fluorescence; hits give low values; activity change, % (values are at about 110 or 230 µM); 480,000 compounds, 0.15% hits; in the data active means activity change below about -30%; inconclusive means mostly about -25% to -30%;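 further: plate controls were DMSO wells for no effect and wells without enzyme for full effect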
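Enzyme activity of human lactate dehydrogenase 5 (2 nM; 0.06 mM NADH, 0.2 mM pyruvate, 5 min, RT) is measured via a resazurin/diaphorase fluorescence readout of residual NADH.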
POLB inh – blocks human DNA polymerase beta activity; P06746; Pol beta primer extension/strand displacement, fluorescence kinetic; Potency, µM (top dose mostly 114 µM), for inactives: at the top dose activity change, negative = inhibition, usual class: inhibitors; 340,000 compounds, 1.3% hits; AID 485314; further: potency means the concentration at half of the fitted maximal effect; on the % scale 0 is the no-effect control and ±100 the full control effect
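Homogeneous kinetic assay of primer extension and strand displacement by 10 nM Pol beta, preincubated 15 min at room temperature with compound before 50 nM substrate (final) was added. Read at 0 and 10 min; four-parameter Hill fit.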
Pol iota inh – inhibitors of human DNA polymerase iota. Pol iota fluorescent replication assay, 10 min. Potency, µM (highest dose often 115 µM), without a hit: top-dose activity, negative = inhibition, most hits filed as inhibitors. 390,000 compounds, 1% hits. AID 588590; further: potency means the concentration at half of the fitted maximal effect
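Pol iota at 10 nM preincubated 15 min with compounds at room temperature; reaction started with fluorescent substrate, 50 nM final. Fluorescence read kinetically at 0 and 10 min; buffer-only wells as negative control.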
GRP78 ERSR act – ER stress response induction in glioma. U87-MG GRP78 promoter luciferase reporter, 16 h. Potency, µM, for the others: at the highest dose activation, hits mostly activators. 420,000 compounds, 0.02% hits. AID 602332; further: potency means the concentration at half of the fitted maximal effect; series mostly up to about 76 µM; % of control where 0% means no effect; nearly all actives have a fitted effect of over 35% in size
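Stably transfected U87-MG glioma cells carrying a GRP78-based luciferase sensor; 16 h compound incubation. Luminescence end-point read 10 min after Bright-Glo addition at room temperature.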
APEX1 inh – blocks human APE1 abasic DNA cleavage | recombinant APE1, TAMRA/BHQ-2 abasic DNA cleavage fluorescence | 350,000 compounds, 0.35% hits | P27695 | Potency, µM (titrated, usually from 65.8 µM), for inactives: at the highest dose activity change, negative = inhibition, actives largely listed as inhibitors;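 further: potency means the concentration at half of the fitted maximal effect; plate controls were vehicle for no effect and reference inhibitor for full effect; nearly all actives have a fitted effect of over 55% in size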
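Measures dequenching upon AP-site incision of a 5'-TAMRA/3'-BHQ-2 THF-containing duplex, 50 nM; human APE1 0.75 nM after 15 min room-temperature exposure to compound; kinetic three-point read at one-minute spacing.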
Anesthetic bind – binds horse apoferritin like a general anesthetic; P02791; apoferritin/1-aminoanthracene competitive binding, fluorescence; Potency, µM (top dose mostly 77.5 µM), for inactives: at the highest dose activity change, negative = displacement, actives largely listed as inhibitors; 350,000 compounds, 0.074% hits; further: potency means the concentration at half of the fitted maximal effect; on the % scale 0 is the no-effect control and ±100 the full control effect; nearly all actives have a fitted effect of over 20% in size
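Concentration-response curves derived by four-parameter Hill fitting of normalized fluorescence, where compounds displaced 1-AMA from 10 uM horse apoferritin following a brief 10 min room-temperature incubation; propofol titration acted as positive control.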
POLH inh – blocks human DNA polymerase eta activity; Q9Y253; 390,000 compounds, 1.2% hits; AID 588591; recombinant Pol eta, fluorescent DNA replication assay; Potency, µM (titrated, usually from 114 µM), for inactives: at the top dose activity change, negative = inhibition, usual class: inhibitors; further: potency means the concentration at half of the fitted maximal effect; on the % scale 0 is the no-effect control and ±100 the full control effect
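Pol eta at 10 nM preincubated with compounds 15 min at room temperature; reaction started with fluorescent substrate (50 nM final) and read kinetically at 0 and 10 min.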
Pol kappa inh – inhibitors of human DNA polymerase kappa; Potency, µM (top dose mostly 107 µM), without a hit: at the top dose activity, negative = inhibition, actives largely listed as inhibitors; purified Pol kappa, fluorescent DNA synthesis assay, 10 min; 400,000 compounds, 0.53% hits; further: potency means the concentration at half of the fitted maximal effect; on the % scale 0 is the no-effect control and ±100 the full control effect
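Pol kappa 10 nM + cpd, 15 min RT; start w/ substrate 50 nM final; fluorescence kinetic read, 0 and 10 min. Neg ctrl: buffer, no enzyme.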
* marks the source's active call; other numbers are inactive results; ? = inconclusive; nt = not tested or not shown; & = joins results of further samples; [ ] = another dose, or the depositor's remark. Unless noted, the call rests on the fitted dose curve; in most records, active means well fitted curve in the direction sought with a large enough effect; inconclusive means small, poorly fitted or top-dose-only effect, or another doubt; inactive means no such curve, though single readings can be large; an effect the other way counts as inactive or inconclusive. An excerpt; count on the stated rates, not on these rows.

SMILES	BLM helicase inh	LDHA block	POLB inh	Pol iota inh	GRP78 ERSR act	APEX1 inh	Anesthetic bind	POLH inh	Pol kappa inh
Nc1cccnc1Oc1ccccc1F	1%	-2	25%	2%[58.9 µM]	-2%	-2%	-9%	-3%	-9%
CCCCC1CCC(C(=O)Nc2ccccc2N2CCOCC2)CC1 (stereo unspecified)	nt	4	nt	26%	-3%	3%	nt	-16%	2%
CCOc1ccc(NC(=O)C2CCCN(c3nnc(C)c4c(C)n(-c5ccccc5)nc34)C2)cc1 (stereo unspecified)	0%	1	26%	20%	-2%	nt	-10%	-12%	-8%
CCc1c(C)c(C#N)c2nc3ccccc3n2c1NCCN(C)C	21%	-1	?	3%[58.9 µM]	-6%	-3%	40%[activator]	-7%	-4%
COc1ccccc1CN1CCN(C(CC(C)C)c2nnnn2Cc2cccs2)CC1 (stereo unspecified)	-2%	2	10%	-5%	-4%	-3%	-9%	-17%	1%
CCn1c(SCC(=O)NC2CCCCC2)nnc1-c1ccccn1	-1%	-3	2%	14%	-3%	44%	-14%	8%	3%
CCN1CCn2c1nc(N1CCCCC1)nc2=O	-2%	-1	1%	8%	-4%	-1%	4%	0%	-2%
O=C(COc1ccc(NC(=O)c2ccccc2)cc1)c1ccccc1	-3%	-3	59%	2%	4%	-6%	-12%	7%	-8%
COc1ccc(NC2CCCN(C(=O)CSc3ccccc3)C2)cc1OC (stereo unspecified)	0%	31	40%	17%	-4%	13%	?	1%	-9%
Cc1ccc(NC(=O)CN2CCN(C(=O)C3CCCO3)CC2)c(C)c1 (stereo unspecified)	-2%	-4	24%	23%	-5%	-6%	-1%	-19%	2%
CCN1CCN(C(=O)c2ccc(S(=O)(=O)Nc3ccccc3)cc2)CC1	nt	2	nt	27%	-7%	3%	nt	-3%	18%
O=C(COc1ccc2cc(Br)ccc2c1)N1CCOCC1	nt	-3	nt	16%	8%	15%	nt	-18%	-13%
CCOC(=O)c1nnn(CC(=O)Nc2cccc(F)c2)c1C(=O)OCC	0%	-5	2%	27%	-4%	12%	-15%	-10%	-2%
CCCN(CCC)S(=O)(=O)c1cccc(-c2csc(C)n2)c1	-7%	-6	-1%	9%	-5%	-2%	-14%	-16%	-21%
COCCn1c(CNC(=O)c2ccc(C)cc2)nc2cccnc21	0%	3	-20%	24%	3%	nt	0%	-16%	-6%[60.1 µM]
N#C/C(=C(/O)COC(=O)CSc1ccc(Cl)cc1)c1nc2ccccc2[nH]1	-1%	3	13%	8%	0%	-2%	-3%	15%	-18%
CNC(=S)N/N=C/c1c2ccccc2c(Cl)c2ccccc12	2%	-8	0%	57%[activator]	-5%	54%[activator]	?	?	2%
O=C(CCSc1ccccc1)Nc1nnc(-c2cccs2)o1	-3%	-2	9%	17%	-3%	-5%	-18%	-10%	1%
O=C1NC(=O)N(Cc2ccccc2)CC1Br (stereo unspecified)	nt	-4	nt	56%[activator]	-3%	nt	nt	-17%	-4%
COc1ccc(C(=O)N2CCC3(CC2)CN(c2ncccn2)C3)cc1	-10%	nt	nt	nt	-3%	4%	nt	nt	4%[60.1 µM]
CC1=Nc2cc(C(=O)O)ccc2Sc2c(C)ccc(C)c21	-3%	-7	-16%	148%[activator]	-8%	0%	-8%	-8%	-13%
COCc1cc(C)nc(SCc2ccc(Cl)cc2)c1C#N	-9%	-7	8%	39%[activator]	-3%	-11%	6%	?	0%
N#CCSc1nc2c(sc(=S)n2Cc2ccco2)c(=O)n1-c1ccc(F)cc1	-7%	-1	-2%	8%	-6%	-6%	-18%	-16%	-13%
CCCCCC(=O)Nc1nc2ccccc2[nH]1	0%	-3	-4%	?	5%	-2%	-5%	-2%	2%
O=C(COc1ccc(Cl)cc1Cl)NCCCCc1ccccc1	-12%	4	17%	-4%	-4%	-6%	-2%	-20%	-13%

Carrying on:
SMILES	BLM helicase inh	LDHA block	POLB inh	Pol iota inh	GRP78 ERSR act	APEX1 inh	Anesthetic bind	POLH inh	Pol kappa inh
OC1(c2cn(Cc3ccccc3)nn2)CCCCC1	0%	0	2%	23%	-1%	-5%	-9%	-25%	-1%
N/C(=N\OC(=O)CCC1CCCCC1)c1ccc([N+](=O)[O-])cc1	-5%	-9	-9%	5%	3%	-4%	?	-16%	-8%
C=CCNC(=O)c1ccc(-n2cccc2)cc1	-3%	2	70%	-17%	1%	-4%	-4%	-9%	14%
COC(=O)c1ccc(NS(=O)(=O)c2ccc3[nH]c4c(c3c2)CCCCC4)cc1	-3%	7	9%	4%	14%	nt	1%	-14%	-11%
COc1ccc2[nH]c(C(=O)NCc3ccccc3)c(C)c2c1	-1%	-4&1	-22%	31%	4%	43%	6%	-8%	9%
Cc1cc(OCC(=O)OCC(=O)N2CCc3ccccc32)ccc1Cl	nt	0	nt	4%	-2%	-3%	nt	-17%	-6%
Cc1nn(C(C)(C)C)c(OC(=O)CC(C)C)c1S(=O)(=O)c1ccccc1	-11%	6	-7%	16%	-12%	25%	4%	-4%	-12%
CC(C)(C)OC(=O)N1CCCC1C(=O)NC1COC2CC(n3ccc(=O)[nH]c3=O)OC12 (stereo unspecified)	-2%	nt	nt	23%	-6%	2%	0%	nt	17%
COc1ccc(CCNC(=O)Cn2c(=O)cc(C(F)(F)F)c3c(C)nn(C)c32)c(OC)c1	-6%	4	12%	-7%	2%	nt	4%	-11%	0%
COc1cc(C(=O)N(C)C2CCCN(Cc3ccccc3F)C2)cc(OC)c1OC (stereo unspecified)	-2%	1	16%	75%[activator]	-8%	16%	0%	-9%	5%
CCC(C)(C(=O)Nc1ccccc1C)N(C(=O)CNC(C)=O)c1ccccc1C (stereo unspecified)	3%	-1	38%	-9%	-3%	1%	-2%	-6%	-3%
Cc1ccc(Nc2c(-c3ccc(N4CCOCC4)cc3)nc3ccc(Cl)cn23)cc1	-2%	1	23%	-5%	-2%	nt	2%	4%	8%
CCOC(=O)C(Cc1ccccc1)c1ccnc2nc(N)nn12 (stereo unspecified)	-4%	-3	-2%	0%	1%	16%	-4%	-4%	-9%
O=C(C1CCN(S(=O)(=O)c2ccc3c(c2)OCCO3)CC1)N1CCc2ccccc21	-5%	-12	0%	34%[activator]	-4%	-5%	5%	-9%	-8%
O=C(CSc1nnc(CNC(=O)c2ccccc2F)o1)NCC1CCCO1 (stereo unspecified)	2%	-1	0%	4%	-3%	-6%	-4%	1%	-4%
Cc1cc(=O)[nH]c(SCC(=O)N2CCC(C(N)=O)CC2)n1	-4%	-1	-1%	-10%	-4%	4%	1%	-8%	7%
OCCOc1ccc(C2=NCCO2)cc1	2%	1	21%	-5%	-1%	-1%	-9%	-7%	-9%
COc1ccc(NC(=O)NS(=O)(=O)c2ccc(C)cc2)cc1OC	nt	8	nt	24%	-3%	9%	nt	4%	-11%
COC(=O)C1SCC2C(=O)N(Cc3ccc(Cl)c(Cl)c3)CC(=O)N21 (stereo unspecified)	-4%	1	0%	4%	1%	0%	-4%	0%	5%
O=C(NCCc1csc(-c2ccc(Cl)cc2)n1)c1cccs1	-3%	-1	-3%	-16%	-4%	nt	-6%	-24%	-6%[60.1 µM]
COc1cc(C2NC(=O)NC(c3ccccc3)=C2C(C)=O)c(Br)cc1OCC(N)=O (stereo unspecified)	3%	-10	48%	91%[activator]	-2%	-2%	-6%	4%	4%
CCCc1cc(=O)[nH]c(Nc2ccc(C(=O)O)cc2)n1	-11%	-12	6%	-3%	0%	nt	-15%	-9%	2%
CO/N=C(/CNC(=O)c1ccc(Cl)cc1Cl)c1ccc(Cl)cc1	-2%	-10	-20%	27%	-3%	1%	-10%	-21%	-4%
Cc1onc(-c2ccccc2Cl)c1C(=O)Nc1sc2c(c1C#N)CCC2	-21%	0	?	?	-2%	-3%	-4%	?	?
CC1(c2ccc3noc(-c4ccccc4)c3c2)OCCO1	-3%	-4	5%	6%	-2%	6%	-16%	-11%	1%

Next part:
SMILES	BLM helicase inh	LDHA block	POLB inh	Pol iota inh	GRP78 ERSR act	APEX1 inh	Anesthetic bind	POLH inh	Pol kappa inh
Cc1cc(C)n(Cc2ccc(Cl)c(Cl)c2)c(=O)c1S(=O)(=O)c1ccccc1	-1%	-3	-15%	10%	-2%	1%	7%	-8%	-14%
COc1ccc(NC(=O)c2cc(-c3ccc(C)cc3)on2)cc1OC	-2%	-5	0%	93%[activator]	-3%	13%	-3%	5%	-19%
Cc1cc(Cc2ccc([N+](=O)[O-])cc2)c(C)cn1	-4%	-6	-1%	105%[activator]	0%	23%	-17%	1%	-6%
CCOC(=O)N/N=C/c1c(C)nn(-c2cccc(C(F)(F)F)c2)c1Cl	5%	-9	0%	2%	-3%	-1%	-11%	?	-7%
Cc1ccc(-c2nc3ncccc3o2)cc1N	-3%	2	4%	13%	1%	-11%	6%	-5%	-8%
O=C(Oc1ccc(OC(=O)c2ccncc2)cc1)c1ccncc1	nt	-5	nt	28%	-4%	nt	nt	-19%	-13%
CN(C)CCOc1ccc(-c2c(-c3ccccc3)sc3ccccc23)cc1	nt	-2	nt	-6%	-10%	-17%	nt	-13%	-4%

Screening results: PubChem, National Center for Advancing Translational Sciences (NCATS)
